Assay outcomes (PubChem BioAssay)
HKDC1 inh: HKDC1 hexokinase inhibitors, primary screen, biochemical, fluorescence, uHTS | recombinant HKDC1, G6PDH/diaphorase resazurin coupled fluorescence | inhibition, % at 20 µM | 340,000 tested, 0.16% active | AID 493160, 2011;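 active = inhibition above about 35% when tested at 20 µM, limit read from the data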;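 note: plate controls were DMSO wells with enzyme for no effect and DMSO wells lacking enzyme for full effect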
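Assay system – recombinant HKDC1 (HK5) hexokinase enzyme, produced in-house · Input – HKDC1 at 5 µg/mL · Reagent – glucose plus 1 mM ATP as hexokinase substrates · Timing – 90 min reaction incubation at room temperature, dark · Measured by – G6PDH/diaphorase-coupled fluorescence, 1 mM NADP, 100 µM resazurin, 525/613 nm · Benchmarks – DMSO-enzyme wells negative, buffer-substituted wells positive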
SENP8 block-1: human SENP8 protease inhibitors, primary screen, biochemical, fluorescence, Nedd8 protein substrate, uHTS; 360,000 tested, 0.64% active; AID 602440, 2012; recombinant SENP8; inhibition, % at 20 µM; in the data active = inhibition mostly above about 40%, no sharp cut-off; inactive = mostly below about 27%
Target sequence (Q96LD8 whole entry, looked up): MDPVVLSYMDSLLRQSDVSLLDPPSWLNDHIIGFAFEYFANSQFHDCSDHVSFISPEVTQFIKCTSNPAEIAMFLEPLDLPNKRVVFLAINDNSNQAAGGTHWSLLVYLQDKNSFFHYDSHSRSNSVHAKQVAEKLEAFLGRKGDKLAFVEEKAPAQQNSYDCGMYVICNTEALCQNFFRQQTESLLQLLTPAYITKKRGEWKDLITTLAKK
SENP7 block: SENP7 protease inhibitors, primary screen, biochemical, luminescence, uHTS. inhibition, % at 5 µM. recombinant SENP7, Z-RLRGG-aminoluciferin luminescence, 40 min. AID 434973, 2010. Sentrin-specific protease 7 (Homo sapiens), Q9BQF6. 330,000 tested, 1.5% active;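 active = inhibition above about 50% at the single test dose, limit read from the data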;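 note: plate controls were DMSO with enzyme for no effect and no enzyme buffer wells for full effect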
SENP6 inh: SENP6 protease inhibitors, primary screen, biochemical, luminescence, uHTS; Recombinant SENP6 catalytic domain, aminoluciferin luminescence; inhibition, % at 10 µM; 330,000 tested, 1.8% active; AID 2599, 2010;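 active = inhibition above about 50% at the single tested dose, limit read from the data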;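 note: plate controls were DMSO wells with enzyme for no effect and DMSO wells lacking enzyme for full effect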
Target sequence (Q9GZR1 628-1112 limits assumed): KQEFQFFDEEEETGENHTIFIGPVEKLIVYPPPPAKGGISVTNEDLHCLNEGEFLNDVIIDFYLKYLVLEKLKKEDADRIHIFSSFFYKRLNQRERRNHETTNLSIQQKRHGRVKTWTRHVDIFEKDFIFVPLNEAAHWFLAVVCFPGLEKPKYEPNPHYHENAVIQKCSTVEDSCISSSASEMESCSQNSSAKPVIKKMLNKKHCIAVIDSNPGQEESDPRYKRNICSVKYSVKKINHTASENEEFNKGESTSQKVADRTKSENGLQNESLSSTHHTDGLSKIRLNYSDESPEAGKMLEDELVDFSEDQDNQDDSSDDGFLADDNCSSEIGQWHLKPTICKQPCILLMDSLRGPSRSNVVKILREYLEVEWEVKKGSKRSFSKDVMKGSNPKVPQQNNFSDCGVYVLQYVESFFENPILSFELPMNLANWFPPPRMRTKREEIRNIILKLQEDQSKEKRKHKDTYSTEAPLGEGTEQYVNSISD
MIN6 prolif: inducers of MIN6 beta-cell proliferation, primary screen, ATP luminescence, uHTS. MIN6 cells proliferation, ATPlite luminescence, 48 h; cells starved in 0.2% serum; 100% = growth in 10% serum. proliferation, % at 10 µM. 330,000 tested, 0.29% active;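 active = compounds whose signal lies at least 3.5 SD above the mean of all wells on their plate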;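 note: 0% = DMSO-treated cells in low-serum medium and 100% = 10% serum control; some compounds called inactive have numbers as strong as hits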
SENP8 block-2: SENP8 protease inhibitors, primary screen, biochemical, luminescence | Sentrin-specific protease 8 (Homo sapiens), Q96LD8 | purified SENP8, Z-RLRGG-aminoluciferin cleavage | inhibition, % at 10 µM | 330,000 tested, 1.2% active | AID 2540, 2010; in the data active = inhibition above about 50%
PfGluPho inh: PfG6PD enzyme inhibitors, primary screen, biochemical, fluorescence intensity, uHTS; glucose-6-phosphate dehydrogenase-6-phosphogluconolactonase (Plasmodium falciparum 3D7); PfGluPho enzyme, NADPH resazurin-diaphorase fluorescence; inhibition, % at 20 µM; 350,000 tested, 0.78% active; AID 504690, 2011;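 active = inhibition reaching at least a set limit at 20 µM in the primary screen, cut at about 59% in these data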;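 note: 0% = DMSO wells with substrate and 100% = DMSO wells lacking glucose-6-phosphate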
UBC13 polyUb: UBC13 polyubiquitin chain formation inhibitors, primary screen, biochemical, TR-FRET, uHTS | Ubiquitin-conjugating enzyme E2 N (Homo sapiens), P61088 | inhibition, % at 20 µM | 330,000 tested, 0.47% active; in the data active = inhibition above about 45%, passing the limit was not always enough
Target sequence (P61088 whole entry, looked up): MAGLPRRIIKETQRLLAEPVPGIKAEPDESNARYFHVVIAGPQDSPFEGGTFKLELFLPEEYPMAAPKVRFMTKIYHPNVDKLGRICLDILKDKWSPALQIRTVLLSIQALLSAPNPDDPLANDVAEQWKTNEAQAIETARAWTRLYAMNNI
SENP1 FRET inh: human SENP1 catalytic domain inhibitors, primary screen, biochemical, FRET, uHTS; inhibition, % at 10 µM; Sentrin-specific protease 1 (Homo sapiens), Q9P0U3; recombinant SENP1 catalytic domain, CyPet-SUMO1-YPet FRET cleavage; 360,000 tested, 0.21% active;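 active = inhibition at least 30% at 10 µM, raw YFP signal under a set limit, fluorescence ratio 0.5 to 1.5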;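 note: 0% = enzyme with DMSO and 100% = no enzyme wells; some results filed as inactive read as strong as hits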
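Controls: no-enzyme wells low, DMSO-plus-enzyme wells high control. Test system: human recombinant His6-tagged SENP1 catalytic domain enzyme. Reagent: SFCypet-SUMO1-SFYpet FRET protein substrate, 25 nM final. Doses: one dose per compound, 10 µM, 0.5% DMSO. Detection: FRET, CFP and YFP emission. Timing: 50 min reaction at room temperature.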
* = called active by the depositor; x = no result given. Only part of the results is shown. The share of hits here may be higher or lower than overall.

molecule | HKDC1 inh | SENP8 block-1 | SENP7 block | SENP6 inh | MIN6 prolif | SENP8 block-2 | PfGluPho inh | UBC13 polyUb | SENP1 FRET inh
COc1ccc(/C=C2\C(=N\O)C3CCN2CC3)cc1 | -2 | -19 | -5 | -6 | -2 | -6 | 5 | -12 | 3
O=c1[nH]c(=O)n(Cc2ccco2)c(O)c1C=NCCCn1ccnc1 | 0 | 5 | -4 | -25 | 3 | -9 | -5 | -5 | -1
Cn1cc(C(=O)NCc2ccccc2)c2ccccc21 | 3 | 12 | 1 | 2 | -3 | 4 | 4 | -12 | 4
COc1cc2c(C(=O)N3CCN(C)CC3)c(C)n(C)c2cc1Br | -5 | -2 | 6 | 5 | -2 | -1 | -8 | 6 | 23
CC1CCCCN1Cc1cccnc1 (stereo not drawn) | -12 | 12 | 3 | -5 | 0 | 0 | 5 | 5 | 1
CCC(=O)c1cn(Cc2ccc(C#N)cc2)c2ccccc12 | -1 | 21 | 3 | 2 | 1 | 6 | 8 | 18 | 0
Oc1cc2c(cc1CN1CCN(c3ccccc3F)CC1)OCO2 | 5 | 16 | 0 | -2 | 0 | 7 | 34 | 2 | 0
CC12CCC3C(CCCC4CC(=O)CCC43C)C1CCC2O (stereo not drawn) | -5 | 4 | x | x | x | x | -2 | x | 1
CCCn1c(C(=O)c2ccccc2OC)nc2ccccc21 | -1 | 6 | 7 | -5 | 4 | 1 | 6 | 2 | 1
CCOc1cccc(CNC2CN3CCC2CC3)c1 (stereo not drawn) | -5 | 8 | -8 | -10 | -2 | -6 | -8 | -6 | 2
COC1CCCCC1NCCc1ccccc1 (stereo not drawn) | -1 | 16 | 4 | 12 | -2 | 6 | -3 | 8 | 0
Cc1cc(OC(C)C(=O)NCC2CCC(C(=O)O)CC2)c2c3c(c(=O)oc2c1)CCC3 (stereo not drawn) | 0 | -455 | -8 | 9 | 1 | 4 | -8 | 15 | 0
Nc1ccc(CC2=NCCN2)cc1 | -5 | 13 | x | x | x | x | 4 | x | -1
O=c1[nH]c(=O)n(C2CCCCC2)c(O)c1C=NCCCn1ccnc1 | -4 | -8 | 0 | 2 | 3 | -11 | -1 | -5 | 0
COc1ccc2c(C)c(CC(=O)N3C[C@H]4C[C@@H](C3)c3cccc(=O)n3C4)c(=O)oc2c1 | -5 | -7 | 6 | -9 | -4 | -5 | -5 | 1 | 2
CCOC(=O)c1cccc([P+](=O)O)c1 | 0 | 20 | 0 | -5 | -4 | 1 | -12 | 0 | 1
COc1cc(CC2(CCc3ccncc3)C(=O)N(C)C(=O)N(C)C2=O)cc(OC)c1OC | 2 | 6 | -9 | 3 | 1 | 6 | -9 | 4 | 3
O=P(Oc1ccccc1)(Oc1ccccc1)N1CCOCC1 | -4 | -1 | x | x | x | x | 6 | x | 2
Cc1cc(OCc2ccc([N+](=O)[O-])cc2)c2c3c(c(=O)oc2c1)CCCC3 | -6 | 6 | -5 | -4 | 0 | 0 | 5 | -10 | 1
CCCCn1c(O)c(C=NCc2ccc3c(c2)OCO3)c(=O)[nH]c1=O | -2 | 7 | 3 | -9 | 0 | -9 | 10 | 4 | 0
CC(C)CCNC(=O)CN1C(=O)CN=C(c2ccccc2)c2ccccc21 | -10 | 16 | -5 | 18 | -2 | 6 | 1 | -6 | 4
COc1ccccc1/C=C1/C(=N/O)C2CCN1CC2 | -8 | -56 | -1 | -4 | 0 | -8 | -14 | 5 | 1
CCN(CC)CCOC(=O)C(O)(c1ccccc1)c1ccccc1 | -9 | 7 | 4 | -5 | 2 | 1 | -2 | 12 | 1
COc1ccc(N=Cc2c(O)n(CC3CCCO3)c(=O)[nH]c2=O)cc1 (stereo not drawn) | -2 | -88 | -4 | -6 | -1 | -6 | -3 | -12 | -2
CCOC(=O)c1cc2c(cn1)[C@H](CCO)NC2 | 4 | -6 | x | x | x | x | 7 | x | -2

2 neighbouring records from above, for reference:
molecule | HKDC1 inh | SENP8 block-1 | SENP7 block | SENP6 inh | MIN6 prolif | SENP8 block-2 | PfGluPho inh | UBC13 polyUb | SENP1 FRET inh
COc1ccc(N=Cc2c(O)n(CC3CCCO3)c(=O)[nH]c2=O)cc1 (stereo not drawn) | -2 | -88 | -4 | -6 | -1 | -6 | -3 | -12 | -2
CCOC(=O)c1cc2c(cn1)[C@H](CCO)NC2 | 4 | -6 | x | x | x | x | 7 | x | -2

Of the compounds above, these have an NH in an aromatic ring:
molecule | HKDC1 inh | SENP8 block-1 | SENP7 block | SENP6 inh | MIN6 prolif | SENP8 block-2 | PfGluPho inh | UBC13 polyUb | SENP1 FRET inh
O=c1[nH]c(=O)n(Cc2ccco2)c(O)c1C=NCCCn1ccnc1 | 0 | 5 | -4 | -25 | 3 | -9 | -5 | -5 | -1
O=c1[nH]c(=O)n(C2CCCCC2)c(O)c1C=NCCCn1ccnc1 | -4 | -8 | 0 | 2 | 3 | -11 | -1 | -5 | 0
CCCCn1c(O)c(C=NCc2ccc3c(c2)OCO3)c(=O)[nH]c1=O | -2 | 7 | 3 | -9 | 0 | -9 | 10 | 4 | 0
COc1ccc(N=Cc2c(O)n(CC3CCCO3)c(=O)[nH]c2=O)cc1 (stereo not drawn) | -2 | -88 | -4 | -6 | -1 | -6 | -3 | -12 | -2

Additional compounds follow.
molecule | HKDC1 inh | SENP8 block-1 | SENP7 block | SENP6 inh | MIN6 prolif | SENP8 block-2 | PfGluPho inh | UBC13 polyUb | SENP1 FRET inh
C[C@]12CC[C@H](O)C[C@@H]1CC[C@@H]1[C@@H]2CC[C@]2(C)C(=O)CC[C@@H]12 | -3 | 9 | 6 | 6 | -2 | 0 | 6 | 6 | 2
CCCCCCn1c(O)c(C=NCCCn2ccnc2)c(=O)[nH]c1=O | -1 | 16 | -11 | -50 | -2 | -6 | -14 | -3 | 3
O=c1c2ccccc2nc(-c2ccco2)n1-c1cccnc1 | 2 | 18 | -5 | -9 | -1 | 7 | -17 | 6 | -1
CC1CCC(C(C)C)C(OP(N)(=O)c2ccccc2)C1 (stereo not drawn) | 0 | 5 | -3 | 7 | 2 | -10 | -7 | -2 | 1
c1ccc(CNCCc2c[nH]c3ccccc23)cc1 | -6 | 8 | -1 | 3 | -3 | 10 | 13 | 2 | 2
COc1ccc(CN2CCN(C(=O)Cc3ccccc3)CC2)c(OC)c1 | -3 | 22 | 7 | 6 | 3 | 2 | -6 | -7 | 3
Cc1ccc2nc3c(cc2c1)CC1(C(=O)N(C)C(=O)N(C)C1=O)C1COCCN31 (stereo not drawn) | 10 | -149 | 0 | 2 | -4 | -2 | 2 | -7 | -2
CCCC(C)C1(CC)C(=O)NC(=Nc2ccc(F)cc2)NC1=O (stereo not drawn) | 0 | 7 | 17 | 1 | 1 | -35 | -1 | -4 | 2
CC(=NCCc1ccccc1)c1c(O)n(C)c(=O)n(C)c1=O | -6 | 6 | 4 | -5 | 4 | 3 | 1 | 7 | 1
CN1C(=O)C(=Cc2ccccc2OCc2ccccc2Cl)C(=O)N(C)C1=O | 2 | 11 | -16 | 1 | -2 | -9 | 9 | -14 | 0
CN1C(=O)C(=Cc2cn(CC(=O)N3CCCC3)c3ccccc23)C(=O)N(C)C1=O | -4 | 8 | -11 | -5 | 0 | 3 | 13 | -24 | 0
Cc1ccc(OCCSC2=NN2c2cc(C)nc(N)n2)cc1 | 2 | 10 | 1 | -2 | -2 | 2 | -22 | 4 | 2
Cc1ccsc1C(=O)C1CCCN(Cc2cccn2-c2ccccn2)C1 (stereo not drawn) | -7 | 6 | -4 | -19 | -3 | -6 | -1 | 20 | -2
COc1ccc(C2NCc3ccc4c(c3-n3cccc32)OCO4)cc1OC (stereo not drawn) | 3 | 0 | -7 | -15 | -4 | -10 | -7 | -8 | -2
Cc1ccc(S(=O)(=O)c2nc(-c3ccccc3Cl)oc2N(C)C2CCN(C)CC2)cc1 | -7 | -113 | -3 | -17 | -6 | -5 | 6 | 24 | 1
Cn1ccnc1P(=S)(c1nccn1C)N1CCOCC1 | -12 | 18 | 3 | -13 | -3 | -4 | 39 | -3 | 2
CCCNC(=O)N1[C@H]2CC[C@@H]1C(C(=O)OC)=C(c1ccc(F)cc1OCc1ccccc1)C2 | 7 | -13 | -6 | -22 | -2 | -14 | 14 | -7 | 0
CCC(=NC1CC1)c1c(O)n(-c2ccc(OC)cc2)c(=O)[nH]c1=O | -7 | 0 | -8 | -14 | -4 | -12 | -6 | -5 | -7
CN1CCN(c2nc3ccccc3o2)CC1 | -6 | 8 | -2 | -9 | 7.3* | -2 | 21 | 7 | 1
COC(=O)C1=C(c2ccc(OC)c(OC)c2)C[C@@H]2CC[C@H]1N2C(=O)NCc1cccc2ccccc12 | 3 | 11 | 6 | 8 | 3 | 0 | 2 | 7 | 0
CCc1ccc2c(CN3CC=C(c4ccccc4)CC3)cc(=O)oc2c1 | -4 | -34 | 0 | -18 | -1 | -7 | 2 | 6 | -10
O=S1(=O)N(CCN2CC=C(c3c[nH]c4cc(F)ccc34)CC2)c2cccc3c2N1CCC3 | 5 | -168 | -8 | -16 | -8 | -11 | 28 | 1 | -46
COC(=O)C1=C(c2ccc3ccccc3c2)C[C@@H]2CC[C@H]1N2C(=O)N1CCCCC1 | 0 | 10 | -7 | -10 | -6 | -11 | 3 | -14 | 2
CC(CO)(CO)N=Cc1c(O)n(-c2cccc3ccccc23)c(=O)[nH]c1=O | -2 | 20 | -9 | -5 | -2 | -1 | 13 | -2 | -10
COc1ccccc1CCNCc1cc2c(cc1[N+](=O)[O-])OCO2 | 5 | -48 | 8 | -6 | 0 | 1 | 27 | -12 | -5
COC(=O)C1=C(c2ccc(F)cc2OCc2ccccc2)C[C@@H]2CC[C@H]1N2C(=O)NCc1cccc(F)c1 | 1 | 18 | -8 | -16 | -7 | -1 | 18 | -20 | 2
CC12CN3CN(C1)CC(C)(C3)C2=NO | -6 | 4 | 3 | -9 | -2 | -2 | 4 | -1 | 1
CN1C(=O)NC(=O)C(C)(C2=CCCCC2)C1=O (stereo not drawn) | -4 | 4 | 9 | 11 | -1 | 15 | -4 | -3 | 1
